GlmU inhibition: inhibition of mycobacterial GlmU enzyme – biochemical, glucosamine-1-phosphate acetyltransferase (AID 1376) | Bifunctional protein GlmU (Mycobacterium tuberculosis (strain ATCC 25618 / H37Rv)) | M. tuberculosis GlmU acetyltransferase enzyme assay; higher % means a stronger effect | one-dose inhibition, %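 (tested at 30 µM in the primary screen)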; IC50 in µM for titrated hits | actives 0.25% (n = 220,000); in the data active means inhibition above about 13%; inconclusive means no clear call, values can overlap the other calls;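 further: 0% = complete reaction with vehicle and 100% = reaction without substrate; strong numbers were not always called active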
RmlCD inh 1536: M. tuberculosis RmlC/RmlD coupled enzyme inhibitors, primary screen, biochemical, compound mixtures, 384-well, from 1536-well plates | actives 0.03% (n = 160,000) | RmlC+RmlD coupled enzyme assay, percent inhibition; primary screen in compound mixtures | dTDP-4-dehydrorhamnose reductase (Mycobacterium tuberculosis (strain ATCC 25618 / H37Rv)) … | inhibition, % at 3.6 µM | AID 1533, 2009; in the data active means inhibition mostly above about 34%, no sharp cut-off; inconclusive means no clear call, values can overlap the other calls; inactive means mostly below about 22%; further: some results filed as inactive read as strong as hits
Target sequence (P9WH09 whole entry, looked up): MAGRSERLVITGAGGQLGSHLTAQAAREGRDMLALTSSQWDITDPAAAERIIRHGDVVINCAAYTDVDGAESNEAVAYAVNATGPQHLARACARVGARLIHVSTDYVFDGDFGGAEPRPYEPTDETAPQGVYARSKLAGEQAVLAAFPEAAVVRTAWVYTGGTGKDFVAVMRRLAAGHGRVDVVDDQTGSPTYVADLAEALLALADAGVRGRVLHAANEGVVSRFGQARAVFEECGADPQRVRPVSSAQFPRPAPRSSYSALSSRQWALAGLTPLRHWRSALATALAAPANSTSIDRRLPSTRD
Target sequence (P9WH11 whole entry, looked up): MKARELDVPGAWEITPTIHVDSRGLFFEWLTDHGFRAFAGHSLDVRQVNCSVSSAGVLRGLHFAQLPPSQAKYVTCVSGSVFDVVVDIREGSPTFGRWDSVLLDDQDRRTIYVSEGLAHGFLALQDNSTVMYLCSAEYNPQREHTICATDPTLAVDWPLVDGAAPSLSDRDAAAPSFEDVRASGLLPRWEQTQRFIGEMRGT
Active calls of the source: *; ? = inconclusive; . = not tested or not shown.

SMILES | GlmU inhibition | RmlCD inh 1536
Cc1ccc(SCC(=O)NC(=O)c2ccc(S(=O)(=O)N(C)C)cc2)cc1C | -3.6% | 2
Cc1ccnc(NS(=O)(=O)c2ccc(NC(=O)c3ccc4c(c3)OCCO4)cc2)n1 | 1.6% | -7
COc1ccc(C(c2nnnn2Cc2cccs2)N2CCC(C(N)=O)CC2)c(OC)c1 (stereo not given) | 0.7% | .
C=CCn1c(O)c(C=Nc2ccc(CN3CCCCC3)cc2)c(=O)[nH]c1=S | 3.0% | 80
Nc1ccc(C(=O)OCc2csc(-c3ccccc3)n2)cc1[N+](=O)[O-] | 7.5% | -14
CCCSC(=S)NC1CCS(=O)(=O)C1 (stereo not given) | 5.0% | -8
O=C(COC(=O)c1n[nH]c2ccccc12)Nc1ccccc1 | 0.4% | -1
CSCCC(NC(=O)COc1ccccc1)C(=O)Nc1ccc(C)cc1 (stereo not given) | 2.9% | 1
O=c1[nH]c(=O)n(-c2ccc(Cl)cc2)c(O)c1C=NCCN1CCCCC1 | -5.9% | 9
COC(=O)[C@@]1(Cc2ccc(OC)cc2)[C@H]2c3cc(C(=O)N4CCCC4)n(Cc4c(CO)[nH]cc(C)c4=O)c3C[C@H]2CN1C(=O)c1ccccc1 | -5.3% | .
CCC1CCCCN1CC(=O)Nc1cc(C)nn1-c1nc(C)cc(C)n1 (stereo not given) | 10% | .
CC(=O)Nc1ccc(N2CCN(c3ccc(C(F)(F)F)cn3)CC2)nc1 | -3.2% | 11
Nc1n[nH]c(C2CC2)c1N=Nc1ccc(Cl)c(Cl)c1 | -3.0% | 49
Cc1ccc(OC(=O)c2oc3ccc(F)cc3c2C)c(C)c1 | -3.5% | .
O=C(NCc1ccc(Cl)cc1)C1CCC(CNc2c(N3CCCC3)c(=O)c2=O)CC1 (stereo not given) | -1.1% | 12
COc1ccc2oc(=O)c(/C(C)=N/Nc3nc(-c4cc(C)ccc4C)cs3)cc2c1 | 4.3% | .
Cc1ccc(OCc2nnc(SCC(=O)N3CCc4ccccc43)n2C)cc1 | 2.5% | .
CC(CNC(=O)C(C)(C)C)NC(=O)C(C)(C)C (stereo not given) | 6.1% | -2
Cc1ccc(S(=O)(=O)N(C)C)cc1[N+](=O)[O-] | 2.8% | -6
O=C(NCc1cccnc1)c1ccc(S(=O)(=O)N2CCOCC2)cc1 | -2.4% | -1
C/C(=C\c1ccccc1)C(=O)Nc1cc(C)on1 | -3.5% | .
CCC(=O)NC(=S)Nc1cc(C(=O)O)ccc1OC | -7.5% | 9
CCCCCC(=O)NC(=S)Nc1ccc(Br)cc1C | -4.8% | 3
COC(=O)c1cccc(NC(=O)C2COc3ccccc3O2)c1 (stereo not given) | -5.8% | -8
COc1ccc(-n2c(Cc3cccn3C)nnc2SCC(=O)Nc2cccc(NC(C)=O)c2)cc1 | 0.2% | 15

(further entries)
SMILES | GlmU inhibition | RmlCD inh 1536
C#CCOCCOCCOCCNc1nc(N2CCOCC2)nc(N2CCN(C(=O)[C@H]([C@@H](C)CC)n3cc(CCCN=C(N)N)nn3)CC2)n1 | -2.5% | .
CCN1C(=O)/C(=C\c2ccco2)C(C(=O)OC)=C1C | 9.2% | 18
Cc1cc(Br)ccc1OCC(=O)N(Cc1nc(-c2ccccc2)no1)C(C)C | 2.4% | .
N#C/C(=C\c1cn(CCOc2ccccc2F)c2ccccc12)C(=O)NCc1cccs1 | 4.5% | -4
O=C1CCC(=O)N1OCCOc1ccc(Cl)c2ccccc12 | -0.9% | 10
Cc1ccc(S(=O)(=O)Cn2nnnc2C(C(C)C)N2CCSCC2)cc1 (stereo not given) | 2.9% | 7
COc1ccc2c(c1)NC(c1ccc(N(C)C)cc1)c1cccn1-2 (stereo not given) | -13% | 11
CCOc1ccccc1C1C(C#N)=C(N)Oc2cc(C)n(C)c(=O)c21 (stereo not given) | -4.4% | 2
CSc1ncc(CN2CCc3c([nH]c4ccccc34)C2c2cccc(C)n2)cn1 (stereo not given) | -5.6% | .
CCOC(=O)C1=C(C)NC(=O)NC1c1ccc(Cl)cc1Cl (stereo not given) | -1.7% | -4
Cc1csc(NC(=O)CSc2nnc(-c3ccoc3C)o2)n1 | -2.0% | 4
O=C(CN1CCOc2ccccc21)N1CCN(c2cccc(Cl)c2)CC1 | -2.4% | .
Cn1c(=O)n(C)c2cc(/C=N/NC(=O)c3ccncc3)ccc21 | -5.8% | -13
CC(=O)Nc1cc(-c2nn3c(C)nnc3s2)ccc1C | 0.7% | 8
CC(C(=O)Nc1ccc(Cl)cc1Cl)N1CC=C(c2ccccc2)CC1 (stereo not given) | 1.8% | 2
O=C(CN(CCc1ccccc1)S(=O)(=O)c1ccc(Cl)cc1)N/N=C/c1ccc2c(c1)OCO2 | -0.5% | -11
Cc1cccc(NC(=O)CC2C(=O)NCCN2C(=S)Nc2ccccc2)c1 (stereo not given) | 3.0% | -8
O=C(NC1CC1)C1CC(=O)N(C2CCCCC2)C1 (stereo not given) | 6.1% | 17
CC1(OC(=O)C2CCCC2)C(=O)C=C2C=C(c3ccsc3)N(CCc3ccccn3)C=C2C1=O (stereo not given) | 4.3% | .
Cc1nnsc1NC(=O)OCc1ccc(C(F)(F)F)cc1 | -3.5% | .
Cc1c(NC(=O)c2cnn3c2NC(c2ccccc2)CC3C(F)(F)F)c(=O)n(-c2ccccc2)n1C (stereo not given) | 5.1% | .
O=C(NC(=S)NCC1CCCO1)c1cccs1 (stereo not given) | 1.9% | .
CN(C(=O)Cn1cccc1C1=NC(c2ccccc2)CO1)c1ccccc1 (stereo not given) | -1.5% | -10
Cn1c(N)c(C(=O)COC(=O)CCOc2ccc(C(C)(C)C)cc2)c(=O)n(C)c1=O | 2.0% | 0
O=C(/C=C/c1ccccc1)Nc1ccc2c(c1)OCCO2 | 6.8% | 7

A stretch from the list above, for reference:
SMILES | GlmU inhibition | RmlCD inh 1536
Cc1csc(NC(=O)CSc2nnc(-c3ccoc3C)o2)n1 | -2.0% | 4
O=C(CN1CCOc2ccccc21)N1CCN(c2cccc(Cl)c2)CC1 | -2.4% | .
Cn1c(=O)n(C)c2cc(/C=N/NC(=O)c3ccncc3)ccc21 | -5.8% | -13
CC(=O)Nc1cc(-c2nn3c(C)nnc3s2)ccc1C | 0.7% | 8
CC(C(=O)Nc1ccc(Cl)cc1Cl)N1CC=C(c2ccccc2)CC1 (stereo not given) | 1.8% | 2
O=C(CN(CCc1ccccc1)S(=O)(=O)c1ccc(Cl)cc1)N/N=C/c1ccc2c(c1)OCO2 | -0.5% | -11
Cc1cccc(NC(=O)CC2C(=O)NCCN2C(=S)Nc2ccccc2)c1 (stereo not given) | 3.0% | -8
O=C(NC1CC1)C1CC(=O)N(C2CCCCC2)C1 (stereo not given) | 6.1% | 17
CC1(OC(=O)C2CCCC2)C(=O)C=C2C=C(c3ccsc3)N(CCc3ccccn3)C=C2C1=O (stereo not given) | 4.3% | .
Cc1nnsc1NC(=O)OCc1ccc(C(F)(F)F)cc1 | -3.5% | .
Cc1c(NC(=O)c2cnn3c2NC(c2ccccc2)CC3C(F)(F)F)c(=O)n(-c2ccccc2)n1C (stereo not given) | 5.1% | .
O=C(NC(=S)NCC1CCCO1)c1cccs1 (stereo not given) | 1.9% | .
CN(C(=O)Cn1cccc1C1=NC(c2ccccc2)CO1)c1ccccc1 (stereo not given) | -1.5% | -10
Cn1c(N)c(C(=O)COC(=O)CCOc2ccc(C(C)(C)C)cc2)c(=O)n(C)c1=O | 2.0% | 0
O=C(/C=C/c1ccccc1)Nc1ccc2c(c1)OCCO2 | 6.8% | 7

(listing goes on)
SMILES | GlmU inhibition | RmlCD inh 1536
CC(C)(C)Sc1ccc([N+](=O)[O-])cc1C(=O)Nc1ccncc1 | 4.0% | 8
O=C(Cn1nnc(-c2ccc(OCc3ccccc3F)cc2)n1)N1CCOCC1 | -5.5% | .
Cc1onc(-c2ccc(Cl)cc2)c1-c1ccnn1S(=O)(=O)c1cccc(C(F)(F)F)c1 | 2.8% | 0
CCc1ccc(N(C(=O)c2csnn2)C(C(=O)NC(C)(C)C)c2ccncc2)cc1 (stereo not given) | 3.3% | 3
CN(CC(=O)OCC(=O)c1c(N)n(C)c(=O)n(C)c1=O)S(=O)(=O)c1ccc(Cl)cc1 | -0.5% | 7
CCC(c1nnnn1C1CCCC1)N1CCN(Cc2ccccc2)CC1 (stereo not given) | -9.8% | 8
COc1ccc2c(C)nc(Nc3nc(C)c(C)c(=O)[nH]3)nc2c1 | 3.2% | 24
[O-]/[N+](=C\C=C\c1ccccc1)c1ccccc1 | 4.3% | .
Cc1csc(/C(=N\O)c2csc(C)n2)n1 | 0.1% | -4
CCOc1ccc(S(=O)(=O)N2CCN(c3ccccc3OC)CC2)c2cccnc12 | -4.7% | .
CC1(C)CC(=O)C2=C(C1)Nc1cc(C(=O)c3ccccc3)ccc1NC2c1ccccn1 (stereo not given) | -4.3% | -10
CCN1CCN(S(=O)(=O)c2ccc3[nH]c(=O)oc3c2)CC1 | 2.7% | .
CCO/C=C/C(=O)N(C)CCC#N | 4.0% | .
CS(=O)(=O)N(CC(=O)NCC1CCCO1)c1cc(Cl)ccc1Cl (stereo not given) | 2.0% | .
CN(C(=O)CSc1nnc(Cc2ccccc2F)n1N)C1CCS(=O)(=O)C1 (stereo not given) | -1.6% | .
O=C(CC(c1ccc(F)cc1)c1ccco1)N1CCOCC1 (stereo not given) | . | -1
COc1ccccc1NC1=NCCS1 | -1.8% | 4
COc1ccc(-n2cnnc2SCC(=O)NCc2cccs2)cc1 | -1.7% | 48
CCOC(=O)c1cccc(NC(=O)CSc2nc3ccccc3c(=O)n2CCOC)c1 | 7.1% | 10
S=C(NNc1ccnc2cc(Cl)ccc12)Nc1ccc(Cl)cc1Cl | -4.3% | .
Cc1nn(CC(=O)O)c(C)c1[N+](=O)[O-] | 1.6% | 25
COc1ccc(C2C(C(=O)N3CCCCC3)CC(=O)N2c2ccc(OC)cc2)cc1 (stereo not given) | -3.1% | -1
O=C1CCC/C(=N/NC(=O)c2sc3ccccc3c2Cl)C1 | 0.5% | 8
O=C(NN1C(=O)C2C3C=CC(C3)C2C1=O)c1cccc(Cl)c1 (stereo not given) | 3.5% | 6
C=C(C)C1CC=C(C)/C(=N\NC(=S)Nc2ccc(C)cc2)C1 (stereo not given) | -2.4% | 5

Following part.
SMILES | GlmU inhibition | RmlCD inh 1536
C[C@@H]1C[C@H](O)c2cc(Cl)ccc2N1 | 2.9% | .
COCCCNC(=O)c1c(N)n(-c2cccc(S(N)(=O)=O)c2)c2nc3ccccc3nc12 | -0.3% | 2
Cc1cc(C(=O)NCc2cccnc2)cs1 | 1.0% | .
CC1=NN(C(=O)c2cc(C)nn2C)C(O)(C(F)(F)F)C1 (stereo not given) | -0.6% | -9
Cc1nnc(-c2cnn(C)c2N)n1Cc1ccccc1 | -4.6% | 4
COc1ccc(Br)cc1C1N2CC3(C)CN1CC(C)(C2)C3=O (stereo not given) | -6.3% | 0
N#CC1=C(N)OC2=C(C(=O)CCC2)C1c1ccncc1 (stereo not given) | 2.7% | .
COc1ccccc1N(CC(=O)Nc1cccnc1)S(C)(=O)=O | -5.9% | 7
O=C(CSC1=NC(=O)C(c2ccccc2)C(=O)N1)Nc1cccc(Cl)c1 (stereo not given) | 2.3% | -5
Cc1cc(C)cc(C(=O)NCC(=O)OCC(=O)N2CCCCC2)c1 | -3.0% | -8
CCc1ccc(NC(=O)c2cc(-c3cccs3)on2)cc1 | 1.7% | -2
O=C(NCCCN1CCCC1=O)c1cc(NS(=O)(=O)c2ccc(F)cc2)cc(NS(=O)(=O)c2ccc(F)cc2)c1 | -0.6% | 8
Cn1cc(C(=O)N/N=C/c2cc(Br)cs2)c2ccccc21 | -2.4% | 9
OCCC1CN(Cc2cccn2-c2cccnc2)CCN1Cc1ccccc1 (stereo not given) | 0.4% | 10
CCO/N=C(\N)c1[nH]ncc1Br | 1.5% | .
COCCCNC(=S)N(Cc1cccnc1)Cc1ccc(OC)c(OC)c1 | -0.8% | -9
Cc1ccc(CNC(=S)Nc2cc(C)ccc2OC(F)F)cc1 | 1.3% | -6
CN(Cc1ccccc1)C(=S)Nc1ccc2nc3n(c(=O)c2c1)CCCCC3 | 4.0% | 9
Cc1cc(/C=N/n2cnnc2)c(C)n1-c1ccc(OCc2ccc(F)cc2)cc1 | -0.4% | ?
CC(CS(=O)(=O)c1ccccc1[N+](=O)[O-])N1CCOCC1 (stereo not given) | -2.2% | -7
Cc1ccc(NC2CCCCC2NS(=O)(=O)c2ccc(Cl)cc2)cc1 (stereo not given) | 4.1% | -12
COCCCNCCCOc1ccc(Cl)cc1C(C)(C)C | -9.3% | 3
COc1ccc2c(c1)C(=O)N(c1ccccc1)C(=O)C2 | -11% | .
COc1cc2nc(CN3CCC(Cc4ccccc4)CC3)[nH]c(=O)c2cc1OC | 3.3% | 1
N#CCCN(C(=O)CO/N=C/c1cccc([N+](=O)[O-])c1)c1ccccc1 | 6.0% | 7

(continued)
SMILES | GlmU inhibition | RmlCD inh 1536
CSc1nnc(CNC(=O)C23CC4CC(CC(C4)C2)C3)n1Cc1ccccc1 | 2.7% | 8
CCN(CC)CCNC(=O)c1ccc(Cl)c(S(=O)(=O)N2CCCCCC2)c1 | -2.5% | -3
Cc1nn(CC(=O)NCCCN2CCOCC2)c(C)c1[N+](=O)[O-] | -5.5% | 7
CC(C)[C@H](NC(N)=O)C(=O)Nc1cccc([N+](=O)[O-])c1 | 0.3% | 3
Cc1ccc2[nH]c3c(N4CCN(Cc5ccc6c(c5)OCO6)CC4)ncnc3c2c1 | . | 12
C/C=C\C=C/C(=O)Nc1cccc(C2=NOC3(C2)C[C@@H](C(N)=O)N(C(=O)COc2ccc(Cl)cc2)C3)c1 (stereo not given in full) | -1.2% | -6

Bioassay records as filed in PubChem BioAssay.

Only part of the results is shown; rates above refer to the full screens.
